Compound activity as filed in PubChem.
MEKK2 mut-MEK5 – signal of MEK5 binding to mutant human MEKK2 PB1 domain; percent response, % at 10 µM; bead flow cytometry, Alexa488-MEK5 binding to MEKK2 mutant; 0.35% of 290,000 active; in the data active means percent response above about 24%, passing the limit was not always enough; further: inactives centre near 1; some results filed as inactive read as strong as hits; reference of the scale not given here
DNA FID counter – displaces DNA intercalator in HCV helicase counter-screen; AID 1845; 0.17% of 290,000 active; inhibition, % at 7.9 µM; DNA fluorescent intercalator displacement, fluorescence; in the data active means inhibition above about 37%;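 further: 0% = vehicle and 100% = reference compound; higher means more ethidium bromide displaced from hairpin DNA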
GPR7 antag – blocks human GPR7 receptor signaling; P48145; inhibition, % at 4.4 µM; 1.1% of 290,000 active; GPR7-expressing cells, fluorescence antagonist assay; in the data active means inhibition above about 16%, passing the limit was not always enough;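 further: cells stimulated with the agonist NPW; 0% = agonist with vehicle and 100% = vehicle without agonist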
Target sequence (P48145 whole entry, looked up): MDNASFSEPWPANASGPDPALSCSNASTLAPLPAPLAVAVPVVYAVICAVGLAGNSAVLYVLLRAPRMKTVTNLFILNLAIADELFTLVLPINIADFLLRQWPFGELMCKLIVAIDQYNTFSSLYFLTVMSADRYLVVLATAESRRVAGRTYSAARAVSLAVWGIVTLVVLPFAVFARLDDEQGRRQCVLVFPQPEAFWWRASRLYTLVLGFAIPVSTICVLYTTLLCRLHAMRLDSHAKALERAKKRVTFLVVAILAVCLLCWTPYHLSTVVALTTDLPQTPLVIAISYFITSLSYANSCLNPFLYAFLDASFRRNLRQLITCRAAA
MEKK3 PB1 HTS – modulators (inhibitors or enhancers) of MEK5 binding to human MEKK3 PB1 domain; 1.4% of 290,000 active; bead-based flow cytometry, Alexa488-MEK5 binding to MEKK3; actives lie on both sides; 0 = blocked by unlabeled MEK5, 100 = vehicle; binding response (% of control), % at 10 µM; AID 1529; Q99759;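 active means binding response more than 3 SD above or below the average of its plate-row segment, actives on both sides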;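 further: Alexa488 bead fluorescence after subtracting the streptavidin-only scavenger bead signal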
Target sequence (Q99759 whole entry, looked up, the tested form may be a part): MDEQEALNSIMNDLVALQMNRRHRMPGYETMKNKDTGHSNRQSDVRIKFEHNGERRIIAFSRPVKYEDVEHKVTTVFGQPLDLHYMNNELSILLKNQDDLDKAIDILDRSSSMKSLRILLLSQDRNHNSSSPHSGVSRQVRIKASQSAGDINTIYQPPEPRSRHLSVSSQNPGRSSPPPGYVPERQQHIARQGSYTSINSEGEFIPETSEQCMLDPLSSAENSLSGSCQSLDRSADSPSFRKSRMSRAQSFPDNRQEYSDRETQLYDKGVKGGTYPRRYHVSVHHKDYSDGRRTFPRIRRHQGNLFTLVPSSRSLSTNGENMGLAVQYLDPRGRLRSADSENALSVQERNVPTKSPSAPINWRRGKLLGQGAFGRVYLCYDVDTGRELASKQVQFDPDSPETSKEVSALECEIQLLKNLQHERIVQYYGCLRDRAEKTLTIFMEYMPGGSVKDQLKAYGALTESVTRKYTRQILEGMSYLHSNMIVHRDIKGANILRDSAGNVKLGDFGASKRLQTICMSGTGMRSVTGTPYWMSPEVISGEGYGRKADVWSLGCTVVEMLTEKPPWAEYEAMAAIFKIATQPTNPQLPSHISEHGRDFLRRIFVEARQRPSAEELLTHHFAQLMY
OXTR agonist – human OXTR agonism; CHO-OTR cells, Fluo-8 calcium fluorescence; normalized: DMSO 0%, oxytocin 100%; P30559; activation, % at 3 µM; 0.32% of 320,000 active;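 active means activation above the mean of all tested compounds plus 3 SD, cutoff set per screening run, cut at about 20% in these data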;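 further: peak over basal fluorescence ratio from a 100 s FLIPR kinetic read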
M18AAP inhibitor – PfM18AAP enzyme inhibition | recombinant PfM18AAP, H-Glu-NHMec fluorogenic cleavage | inhibition, % at 7.35 µM | 1.2% of 290,000 active | AID 1822;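 active means inhibition above the campaign mean inhibition over all tested compounds plus 3 SD, cut at about 28% in these data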;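 further: 0% = plate median of test compound wells and 100% = 2 mM ZnCl2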
NALP1 inh – inhibitors of NALP1 inflammasome in yeast. 0.61% of 280,000 active. AID 2071. S. cerevisiae NALP1/ASC/caspase-1 growth, X-gal OD620, 72 h. inhibition, % at 10 µM; in the data active means inhibition mostly above about 24%, no sharp cut-off; inactive means mostly below about 32%; further: some compounds called inactive have numbers as strong as hits
MEKK2wt PB1 HTS – raises or lowers MEK5 binding to wildtype human MEKK2 PB1 domain; bead flow cytometry, Alexa488-MEK5 binding to MEKK2 WT; actives lie on both sides; binding response (% of control), % at 10 µM; 1.1% of 290,000 active; AID 1531; in the data active means binding response below about 67% or above about 130%
PHOSPHO1 inh – PHOSPHO1 (human) inhibition. recombinant PHOSPHO1, absorbance phosphatase assay. inhibition, % at 13.3 µM. 1.1% of 290,000 active; in the data active means inhibition above about 60%
* hit, by the source's call; x = not tested or not shown.

SMILES	MEKK2 mut-MEK5	DNA FID counter	GPR7 antag	MEKK3 PB1 HTS	OXTR agonist	M18AAP inhibitor	NALP1 inh	MEKK2wt PB1 HTS	PHOSPHO1 inh
CCOc1ccc(CN(C)CC(=O)Nc2cc(OC)c([N+](=O)[O-])cc2C)cc1	0	3	5	126	-1.9	9	13	102	4
CCC(C)[C@H]1CNC(=S)N1CCC12CC3CC(CC(C3)C1)C2 (stereo partly specified)	1	x	x	86	-1.1	x	x	82	20
Cc1cccc(C(=O)OCC(=O)c2cccc(Br)c2)c1O	0	-9	-9	102	0.2	-7	13	98	19
N#Cc1cc2c(nc1SCc1ccncc1)CCC2	-1	7	-1	99	-2.2	16	-1	100	28
CCOc1ccc(C2C(C#N)=C(N)SC(N)=C2C#N)cc1OCC	3	x	x	100	8.0	x	3	97	-12
COC(=O)CC(NC(=O)c1ccco1)c1ccc(C(C)C)cc1 (stereo unspecified)	2	-12	17	103	-0.1	1	-2	104	10
CCCN1CCN(C(=O)CN2C(=O)COc3ccc(S(=O)(=O)N(CC)CC)cc32)CC1	1	4	-11	103	0.8	-1	14	102	34
Cc1ccc2c(CN3CCC(C(N)=O)CC3)cc(=O)oc2c1C	-3	-13	3	98	0.4	-3	15	95	35
N#Cc1ccc(/C=C/C(=O)c2cccnc2)cc1	-3	1	0	99	0.2	18	-2	97	16
CCn1cc(CN2CCC(n3nccc3NC(=O)CCOc3ccccc3)CC2)c(C)n1	8	9	0	104	0.4	2	10	115	53
O=C(c1cnn2c(C(F)(F)F)cc(-c3ccco3)nc12)N1CCc2ccccc2C1	3	-36	-4	102	-2.2	-3	3	98	28
CCc1ccc(NC(=S)N2CCCCCCC2)cc1	-3	-13	17	99	-0.9	0	3	94	68*
CCCC(=O)Nc1ccc2c(c1)c1ccccc1n2CC	2	-28	-4	107	-1.8	3	31	105	-10
O=C(CSc1nc(C2CC2)nc2ccccc12)N1c2ccccc2Sc2ccc(C(F)(F)F)cc21	0	2	-3	105	-2.1	-7	40	98	-7
NC(=S)N=Nc1c(O)n(CC(=O)Nc2ccccc2)c2ccccc12	9	0	-12	108	1.3	15	-31	106	46
O=C(N/N=C/c1ccc2c(c1)OCO2)c1ccc(Cl)cc1Cl	5	-16	-1	104	-0.2	-5	0	104	20
COc1ccc(OC)c(S(=O)(=O)N2CCC(C(=O)NCc3ccncc3)CC2)c1	-1	-6	-8	103	-0.1	1	5	100	45
CCOC(=O)Nc1cc2c(C)cc(=O)oc2cc1C	x	-4	-3	x	-0.1	-1	7	x	-7
COc1cc(NC(=O)CSc2nnnn2-c2ccccc2)cc(OC)c1OC	-6	-3	-9	90	2.6	-6	x	97	-6
CCOC(=O)c1ccc(N2C(=O)CC(SCC(N)C(=O)OCC)C2=O)cc1 (stereo unspecified)	-1	-18	-3	96	2.8	21	-6	103	-32

Of the compounds above, 2 contain a CF3 group.
SMILES	MEKK2 mut-MEK5	DNA FID counter	GPR7 antag	MEKK3 PB1 HTS	OXTR agonist	M18AAP inhibitor	NALP1 inh	MEKK2wt PB1 HTS	PHOSPHO1 inh
O=C(c1cnn2c(C(F)(F)F)cc(-c3ccco3)nc12)N1CCc2ccccc2C1	3	-36	-4	102	-2.2	-3	3	98	28
O=C(CSc1nc(C2CC2)nc2ccccc12)N1c2ccccc2Sc2ccc(C(F)(F)F)cc21	0	2	-3	105	-2.1	-7	40	98	-7

(further entries)
SMILES	MEKK2 mut-MEK5	DNA FID counter	GPR7 antag	MEKK3 PB1 HTS	OXTR agonist	M18AAP inhibitor	NALP1 inh	MEKK2wt PB1 HTS	PHOSPHO1 inh
Nn1c(SCC(=O)N2CCN(S(=O)(=O)c3ccc(Cl)cc3)CC2)nnc1-c1cccs1	6	-23	-3	107	-1.1	4	-6	109	30
CN(c1ccccc1)S(=O)(=O)c1ccc(NC(=O)C2CC2)cc1	0	-5	-3	102	1.8	-9	16	102	31
Cc1ccc(C(=O)N/C(=C\c2ccco2)C(=O)NCCCn2ccnc2)cc1C	-5	-2	-7	96	-0.8	-6	32	98	36
C=CCNC(=O)c1ccc2nc(-c3ccccc3)c(-c3ccccc3)nc2c1	3	-19	-11	108	-2.0	11	-3	102	41
Cc1cccc(OC(=O)c2cccnc2)c1C	5	-5	-10	110	-0.6	2	-2	110	41
COc1c(N2CCN(C(=S)Nc3ccccc3)C(C)C2)c(F)cc2c(=O)c(C(=O)O)cn(C3CC3)c12 (stereo unspecified)	-8	-1	-5	90	x	-7	0	96	41
CC(=O)Nc1ccc(S(=O)(=O)NNC(=O)COc2cc(C)ccc2C(C)C)cc1	7	-10	8	100	1.1	-2	20	103	-26
CN(Cc1ccccc1)C(=O)CN1CCN(C(c2ccccc2)c2ccccc2)CC1	7	0	-16	107	-2.0	-8	0	110	15
Cc1ccc(NC(=O)CCC(=O)NNC(=O)COc2cccc3ccccc23)c(C)c1	2	-25	-10	104	-1.3	8	5	101	32
CSc1ccc(S(=O)(=O)Nc2ccccc2C(=O)N2CCOCC2)cc1	-1	-18	-15	101	2.5	1	12	103	28
COc1cc(NC(=O)c2cccc3c2C(=O)N(Cc2cccnc2)C3)cc(OC)c1OC	6	-2	0	106	0.2	2	20	107	-12
O=C(c1ccco1)N1CCN(C(=O)c2ccccc2OC(=O)C23CC4CC(CC(C4)C2)C3)CC1	7	-52	4	104	x	-1	-14	103	15
O=C(Nc1cccc(S(=O)(=O)N2CCCCC2)c1)c1ccc2c(=O)n3c(nc2c1)CCCCC3	-5	-29	28*	106	7.7	6	18	105	-2
CCCCCCCc1ccc(C2NC(=S)NC3=C2C(=O)c2ccccc23)cc1 (stereo unspecified)	2	-5	-12	111	-0.1	7	x	105	30
COc1cccc(NC(=O)Nc2ccc(CC(=O)O)cc2)c1	1	-1	-8	112	-1.0	-8	3	99	-4
Cc1cc(C)cc(NC(=O)CS(=O)(=O)c2cccc3nsnc23)c1	0	-12	-3	103	-0.1	-8	22	104	24
Cc1nc(-c2ccccn2)nc(N2CCOCC2)c1Cl	2	-5	-16	98	-0.6	8	20	100	33
CC1CCCN(C(=O)C(=O)c2cn(CC(=O)N3CCCCCC3)c3ccccc23)C1 (stereo unspecified)	-8	-35	0	96	-1.2	5	4	75	0
CCc1ccc(C(=O)OCC(=O)NCCNC(=O)COC(=O)c2ccc(CC)cc2)cc1	-1	-37	-20	93	-1.0	2	8	97	-17
CN(C)S(=O)(=O)c1ccc(C(=O)OCn2nnc3ccccc3c2=O)cc1	11	-4	-3	117	3.7	-5	22	117	34
CC(=O)Nc1ccc(CN2CCN(CCc3ccccc3)C(CCO)C2)cc1 (stereo unspecified)	0	1	6	97	0.3	2	8	108	35
COc1ccc(NC(=O)C(C)NS(=O)(=O)c2ccc(NC(C)=O)cc2)cc1Cl (stereo unspecified)	-2	0	-13	100	1.3	-2	4	95	3
CCC(=O)Nc1ccc(NC(=O)c2cc3ccccc3o2)c(OC)c1	0	-14	-2	104	4.1	-4	22	103	40
CCOC(=O)c1c(C)[nH]c(C)c1S(=O)(=O)NCc1ccc(OCC)cc1	1	-18	-15	103	-0.2	-1	6	103	7
Cc1cn(C(=O)C(C)N2C(=O)c3ccccc3C2=O)c(C)n1 (stereo unspecified)	8	-7	5	107	-1.6	-5	-8	112	11
Cc1cccc(-c2noc(Cc3ccc(Cl)cc3)n2)c1	10	-2	-11	113	-1.9	2	24	117	24
O=C(CNC1=NCCC1)c1ccc2c(c1)OCCO2	3	13	-10	105	1.1	-14	x	104	-2
COc1ccc(CNc2nc(S(=O)(=O)c3ccccc3)c(Cl)s2)cc1OC	-1	-21	34*	80	7.4	23	x	92	4
Cc1ccc(OCCSc2ncnc3sc(C)c(C)c23)cc1C	x	-3	-8	x	0.5	-9	4	x	21
O=[N+]([O-])c1cn(-c2nc(-c3ccco3)cc(C(F)(F)F)n2)cn1	3	-1	-1	102	0.4	6	11	100	23
CC(=O)c1cccc(NC(=O)CCNC(=O)c2ccccc2Cl)c1	2	-6	7	102	-0.5	-4	13	101	5
CC(=O)Oc1ccc(N2C(=O)C3C4C=CC(C5CC45)C3C2=O)cc1[N+](=O)[O-] (stereo unspecified)	-2	-2	-1	90	0.3	-4	28	91	8
COc1ccc(Oc2cc(C)nc(Cl)n2)nn1	-6	-3	-1	96	1.0	-4	10	97	-19
COc1ccc(O)c(CNc2ccccc2F)c1	-9	0	-16	81	-0.1	-10	-3	80	-2
O=C(Nc1ccccc1)C1=C[C@H](c2coc3ccccc3c2=O)C[C@H](OCCCCO)O1	5	-33	-17	98	-2.1	5	-6	102	30
NC1=NC(=O)CC(C(=O)NCc2ccccc2)S1 (stereo unspecified)	3	1	-1	102	2.0	-22	-1	107	-74
O=C(NCCc1c[nH]c2ccccc12)/C(=C/c1ccco1)NC(=O)c1ccco1	2	-11	5	99	1.5	3	4	102	37
C/C(CC(=O)Nc1ccc(Cl)c(C(F)(F)F)c1)=N\NC(N)=S	-14	8	-2	97	1.0	9	-31	81	-13
Cc1cc(C)cc(NC(=O)N2CCCCCCC2)c1	4	-7	-4	108	-1.6	-3	-8	111	-37
O=C(NC(=S)Nc1ccccc1)c1cc(-c2ccccc2)nc2ccccc12	-2	-12	-8	97	0.1	3	7	93	38

Arranged by value in M18AAP inhibitor (falling): 6 from the list above.
structure,M18AAP inhibitor
CCOC(=O)c1c(C)[nH]c(C)c1S(=O)(=O)NCc1ccc(OCC)cc1,-1
COc1ccc(NC(=O)C(C)NS(=O)(=O)c2ccc(NC(C)=O)cc2)cc1Cl (stereo unspecified),-2
COc1ccc(Oc2cc(C)nc(Cl)n2)nn1,-4
Cc1cn(C(=O)C(C)N2C(=O)c3ccccc3C2=O)c(C)n1 (stereo unspecified),-5
O=C(CNC1=NCCC1)c1ccc2c(c1)OCCO2,-14
NC1=NC(=O)CC(C(=O)NCc2ccccc2)S1 (stereo unspecified),-22

Next section
SMILES	MEKK2 mut-MEK5	DNA FID counter	GPR7 antag	MEKK3 PB1 HTS	OXTR agonist	M18AAP inhibitor	NALP1 inh	MEKK2wt PB1 HTS	PHOSPHO1 inh
COc1ccccc1-c1cc(C(F)(F)F)nc(N2CCOCC2)n1	-1	0	-15	101	-2.7	5	5	97	-3
Cn1ncc(Br)c1NC(=O)Nc1ccccc1	4	-4	-6	98	0.8	2	0	101	34
CCCCN(C)C(=O)c1cn(C)c2ccc(S(=O)(=O)N(C)C)cc2c1=O	2	-8	-12	100	1.4	-9	-1	96	-12
CCC(Cc1ccccc1)NC(=O)c1cc(S(=O)(=O)N2CCCCC2)c[nH]1 (stereo unspecified)	4	-42	-1	103	-0.5	6	6	105	-21
CSCC[C@H](NC(=O)[C@@H]1Cc2ccccc2CN1)C(=O)NC1CCCC1	-13	10	1	88	-0.6	0	6	95	58
Cc1ccc(NC(=O)C2C3C=CC4(O3)C2C(=O)N(CCCN2CCCC2)C4C(=O)NC2CCCCC2)cc1Cl (stereo unspecified)	3	6	1	104	0.5	2	16	107	27
Cc1ccccc1N1CCN(C2CCCN(C(=O)c3cc(CC(C)C)nn3C)C2)CC1 (stereo unspecified)	6	-45	-14	107	1.1	1	-10	108	28
Cc1nc(N2CCN(c3ccccn3)CC2)c2c(C)c(C(=O)Nc3ccc(Cl)cc3)sc2n1	-2	-17	-5	100	0.6	-1	-3	104	33
COc1ccc2c(n1)Sc1nc3ccccc3nc1N2	4	15	17	85	86*	8	2	77	3
Cc1ccc2c(c1)N(CC(=O)NCCCN1CCCCC1)C(=O)CO2	0	-3	-14	102	0.8	7	10	101	32
CCOC(=O)CCc1c(C)c2ccc(OCC)c(C)c2oc1=O	8	-3	32*	102	0.9	-11	12	105	3
Cc1ccc(C)c(NC(=S)NCc2ccc3[nH]c4c(c3c2)CCCC4)c1	9	-10	-18	109	-1.4	3	24	104	-4
O=C(NCc1ccccn1)c1cccc([N+](=O)[O-])c1	3	-3	-17	99	0.7	-7	9	99	-21
Cc1nnc(SCC(=O)Nc2cccc(C(F)(F)F)c2)[nH]c1=O	-3	-2	-1	93	0.1	-6	9	95	8
CCOC(=O)C[C@H]1c2cc(F)ccc2S(=O)(=O)N1C(C)(C)C	2	x	x	100	1.6	x	x	102	x
